CAL-PDZ inh HTS: blocks peptide binding to the human CAL PDZ domain | Q9HD26 | purified CAL PDZ, TMR-peptide fluorescence polarization, 1 h | inhibition, % at 24.9 µM | 300,000 tested, 0.92% active | AID 602252;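 active means mean inhibition of at least 30% with at least half of replicates also reaching 30%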;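 further: 0% = DMSO neutral control and 100% = excess unlabeled competitor peptide PRC23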
RTF Ca sens inh: cardiac RTF calcium desensitization; P19429+P45379; IANBD-labeled cardiac RTF, Ca2+ fluorescence; inhibition, % at 7.15 µM; 340,000 tested, 0.12% active; AID 493244;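 active means inhibition above the mean inhibition of all tested compounds plus 3 SD, cut at about 17% in these data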;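 further: assay run at fixed EC70 calcium of 1.6 mM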
OPRM1-OPRD1 ag: agonists of human mu-delta opioid receptor heterodimerization. P35372+P41143. cells, OPRM1-OPRD1 heterodimerization, luminescence. activation, % at 9.3 µM. 340,000 tested, 0.3% active; in the data active means activation above about 18%;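 further: 0% = vehicle-treated cells and 100% = reference agonist; values of inactives mirror those of a sister screen read the other way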
MOR-DOR inv ag: inverse agonist of human OPRM1-OPRD1 heterodimerization; P35372+P41143; 340,000 tested, 0.21% active; AID 504357; cell-based MOR-DOR heterodimer luminescence, inverse agonism; inhibition, % at 9.3 µM; in the data active means inhibition above about 22%, passing the limit was not always enough;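 further: 0% = cells with DMSO and 100% = wells without cells with DMSO; values of inactives mirror those of a sister screen read the other way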
LANA DNA inh: blocks KSHV LANA C-terminal domain binding to DNA. MBP-C-LANA/FAM-LBS DNA binding, fluorescence polarization. inhibition, % at 9 µM. 340,000 tested, 0.078% active. AID 504423;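 active means highest replicate inhibition at or above 60% at 9 µM, even if other replicates fall short; inactive means all replicates below 60% inhibition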;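 further: 0% = neutral control wells and 100% = 4 µM acridine orange control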
HTR5A inv ag: inverse agonist of human HTR5A in OPRM1-OPRD1 counter-screen. HTR5A cell line, luminescence, inverse agonism. inhibition, % at 9.3 µM. 340,000 tested, 0.083% active; in the data active means inhibition mostly above about 23%, no sharp cut-off; inactive means mostly below about 18%;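 further: 0% = cells with DMSO and 100% = no-cell wells with DMSO; some compounds called inactive have numbers as strong as hits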
Target sequence (P47898 whole entry, looked up): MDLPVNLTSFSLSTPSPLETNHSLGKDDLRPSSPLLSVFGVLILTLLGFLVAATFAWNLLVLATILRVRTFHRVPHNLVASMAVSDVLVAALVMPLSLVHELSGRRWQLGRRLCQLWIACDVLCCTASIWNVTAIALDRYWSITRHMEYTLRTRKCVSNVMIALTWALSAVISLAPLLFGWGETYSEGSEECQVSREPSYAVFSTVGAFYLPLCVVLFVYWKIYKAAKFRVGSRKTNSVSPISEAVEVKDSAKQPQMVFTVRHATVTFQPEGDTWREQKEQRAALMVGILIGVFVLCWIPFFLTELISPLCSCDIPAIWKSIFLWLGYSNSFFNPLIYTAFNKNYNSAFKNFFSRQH
RTF Ca sens act: increases calcium sensitivity of human cardiac regulated thin filaments. P19429+P45379. IANBD-labeled TnC RTF fluorescence at EC20 calcium; 0% EC20 calcium, 100% full calcium. activation, % at 7.2 µM. 340,000 tested, 0.24% active. AID 493008;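 active means activation above the mean over all tested compounds plus 3 SD, cut at about 30% in these data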;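 further: rise in fluorescence read as greater calcium sensitivity of cardiac thin filaments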
Keap1-Nrf2 PPI: disrupts human Keap1 binding to Nrf2 peptide; Q14145; Keap1 Kelch-Nrf2 peptide fluorescence polarization, 1536-well; inhibition, % at 9.4 µM; 340,000 tested, 0.15% active; AID 504523; in the data active means inhibition above about 12%;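 further: human Keap1 Kelch domain with fluorescein labeled Nrf2 9mer peptide probe; 0% = neutral control wells and 100% = peptide positive control; higher means more block of Keap1 binding to Nrf2 peptide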
Target sequence (Q14145 whole entry, looked up, the tested form may be a part): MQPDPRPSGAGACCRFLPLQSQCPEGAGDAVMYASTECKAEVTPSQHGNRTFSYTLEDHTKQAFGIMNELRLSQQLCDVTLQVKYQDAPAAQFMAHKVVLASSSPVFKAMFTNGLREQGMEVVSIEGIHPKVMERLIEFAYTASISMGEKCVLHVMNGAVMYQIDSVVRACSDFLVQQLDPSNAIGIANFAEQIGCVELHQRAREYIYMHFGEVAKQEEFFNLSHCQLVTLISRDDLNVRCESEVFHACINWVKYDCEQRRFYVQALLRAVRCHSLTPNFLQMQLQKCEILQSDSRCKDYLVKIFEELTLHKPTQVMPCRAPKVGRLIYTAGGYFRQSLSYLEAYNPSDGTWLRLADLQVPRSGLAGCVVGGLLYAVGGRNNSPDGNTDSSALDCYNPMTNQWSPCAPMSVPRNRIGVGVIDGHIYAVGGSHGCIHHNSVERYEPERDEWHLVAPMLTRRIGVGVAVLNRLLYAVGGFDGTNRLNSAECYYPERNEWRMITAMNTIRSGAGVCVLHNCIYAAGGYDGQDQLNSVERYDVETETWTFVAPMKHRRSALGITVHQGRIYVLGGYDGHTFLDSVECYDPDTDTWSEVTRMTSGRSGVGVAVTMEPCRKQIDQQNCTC
HTR5A ag ctr: counter-screen for OPRM1-OPRD1 agonists: human HTR5A agonism; AID 504692; 340,000 tested, 0.61% active; HTR5A agonist assay, luminescence, cell-based; P47898; activation, % at 9.3 µM; in the data active means activation mostly above about 9.5%, no sharp cut-off; inactive means mostly below about 7.6%;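 further: 0% = cells with vehicle only and 100% = reference agonist; strong numbers were not always called active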
V-ATPase pH: alters yeast V-ATPase proton transport; response, % at 10 µM; S. cerevisiae, pHLuorin cytosolic pH fluorescence; 350,000 tested, 0.37% active; in the data active means response mostly above about 7.3%, no sharp cut-off; inactive means mostly below about 5.4%; further: actives read high; inactives centre near 0; some compounds called inactive have numbers as strong as hits; reference of the scale not given here
The depositor's hits bear a star; . = not tested or not shown. No enrichment for hits; about 2.8% have a hit in one of these screens.

SMILES	CAL-PDZ inh HTS	RTF Ca sens inh	OPRM1-OPRD1 ag	MOR-DOR inv ag	LANA DNA inh	HTR5A inv ag	RTF Ca sens act	Keap1-Nrf2 PPI	HTR5A ag ctr	V-ATPase pH
COc1cc(CN2CCc3ccc(NC(=O)CCc4ccccc4OC)cc3C2)ccc1O	-5	1	0.2	-1	1.3	6	1	-7	-2	0
COCCN(C(=S)Nc1ccc(C)cc1)C(C)c1cccnc1 (configuration not stated)	-2	-1	-3.8	20	0.1	-29	-1	-2	8	-2
Cc1ccc(C)c(NC(=O)C2CC(O)CN2C(=O)Oc2ccccc2)c1 (configuration not stated)	-2	-11	-2.2	12	1.9	7	-7	4	-3	0
CCCC(=O)Nc1sc(C)c(-c2ccc(C(C)CC)cc2)c1C#N (configuration not stated)	.	-9	2.6	-14	0.4	0	-1	1	0	16*
CCCCC(=O)Nc1ccc(C)c(S(=O)(=O)N2CCCCCC2)c1	.	3	4.2	-16	-1.0	3	0	-2	-2	-1
Cc1c(NS(=O)(=O)c2cc(Br)cc3c2N(C(=O)C2CC2)CC3)c(=O)n(-c2ccccc2)n1C	0	-10	-2.6	13	-1.0	5	3	4	-2	-1
OC(c1cccs1)c1nccc2ccccc12 (configuration not stated)	1	-1	-0.7	3	2.3	1	-3	1	2	-5
CCOC(=O)c1sc(NC(=O)CSc2nc(-c3ccco3)cc(C(F)(F)F)n2)c(C#N)c1C	-3	-9	-2.1	12	2.3	7	-4	-5	0	0
O=C(CCN1C(=O)c2ccncc2C1=O)Nc1ccc(F)cc1	0	-11	-0.1	1	4.3	-14	11	1	2	5
O=C(Nc1nccs1)C1CC(=O)N(CCc2ccc(F)cc2)C1 (configuration not stated)	-1	7	-2.0	11	0.6	-4	0	-2	1	-3
CC(C)C[C@@]12C(=O)N(c3cccc(Br)c3)C(=O)N1[C@H](c1ccc(Cl)cc1)[C@@H]1C(=O)N(C3CCCCC3)C(=O)[C@@H]12	-1	3	2.3	-13	0.3	-8	2	-2	10	5
COc1ccc(F)c(CN2CCC(CO)(Cc3cccc(C(F)(F)F)c3)CC2)c1	1	8	6.4	-32	0.8	-14	-3	2	2	5
CS(=O)(=O)c1nc(S(=O)(=O)c2ccc(Cl)cc2)c(NCc2ccccn2)s1	-2	6	-0.9	5	0.1	8	0	-3	-3	3
CN(C)CCCn1c(SCC(=O)N2c3ccccc3Sc3ccccc32)nc2ccccc2c1=O	-3	7	0.2	-1	-0.1	2	7	-5	-2	5
COc1ccc(N(CC(=O)N2CCCC2)S(=O)(=O)c2ccc(NC(C)=O)cc2)cc1	-1	8	-0.4	2	25	8	-5	-4	-1	-1
COc1ccc(NC2=C(NC(C)=O)C(=O)c3ccccc3C2=O)cc1	-6	-5	2.4	-11	-0.1	-10	0	-2	2	-4
CC(=O)c1ccc(-c2ccc(Cn3c(C)nc4cc(N)c(C)nc43)cc2)cc1	.	-1	-0.2	1	-0.6	12	-5	4	2	0
Cc1ccc(C(=O)NC(=S)Nc2ccccc2N2CCOCC2)cc1C	-5	-11	-2.0	11	-0.7	-4	0	2	1	0
O=C(CNC(=O)C1COc2ccccc2O1)Nc1cc(Cl)ccc1Cl (configuration not stated)	-2	1	-0.8	5	-0.7	15	-10	0	11	-3
COCc1cc(=O)[nH]c(N2CCN(Cc3ccc4c(c3)OCO4)CC2)n1	-2	5	-1.7	8	-2.3	5	1	1	-1	2
O=[N+]([O-])c1cccc(-c2nc(-c3ccccn3)no2)c1	-1	3	-0.5	2	0.2	8	0	-4	3	-1
Cc1cccc2nc(CNC(=O)C3CCC(=O)N(Cc4ccccc4F)C3)cn12 (configuration not stated)	-4	0	0.1	-1	1.3	-10	-5	-1	-1	-1
Cc1cccnc1NC(=O)C1CCN(S(=O)(=O)c2c(C)noc2/C=C/c2ccco2)CC1	-3	-5	-3.1	14	0.3	-20	2	3	-2	-3
Cc1ccc(S(=O)(=O)NCC(=O)N(CC(=O)NCC2CCCO2)Cc2ccc(Cl)cc2)cc1 (configuration not stated)	.	-19	-0.5	4	-1.5	-2	-1	-2	1	-2
COC(=O)CSc1nc(C)cc(C)n1	-1	-5	-4.3	22	0.5	-3	-3	-1	1	-2

(continued)
SMILES	CAL-PDZ inh HTS	RTF Ca sens inh	OPRM1-OPRD1 ag	MOR-DOR inv ag	LANA DNA inh	HTR5A inv ag	RTF Ca sens act	Keap1-Nrf2 PPI	HTR5A ag ctr	V-ATPase pH
CN(C)CCCNC(=O)c1ccc(=O)[nH]n1	-4	6	-2.1	10	-0.4	-11	1	3	4	0
COc1ccc(C(=O)Nc2ccc(NC(=O)c3cccs3)cc2)cc1Cl	-2	-9	-0.8	6	1.0	12	0	-6	-4	5
O=C(NC(=S)N1CCN(c2ccc(Cl)cc2[N+](=O)[O-])CC1)c1ccco1	-1	-16	-1.3	9	-0.2	7	-2	1	-3	0
CCn1cc(C(=O)NCC2CCCO2)c(=O)c2cc(S(=O)(=O)N(C)C)ccc21 (configuration not stated)	.	-3	-1.6	8	-1.4	-7	-2	-2	3	2
CCCN(CCC)C(=O)C1CC(=O)OC12CCOC(C)(C)C2 (configuration not stated)	0	3	-3.8	19	0.1	-12	-3	-4	-1	3
Cc1nn(C(C)C(=O)NC2CCCCC2)c(=O)c2nn(-c3ccccc3)c(C)c12 (configuration not stated)	-8	-5	-1.4	8	-0.3	10	1	-4	4	-3
COc1ccc(C(CNC(=O)COc2cccc(C(F)(F)F)c2)N2CCCC2)cc1 (configuration not stated)	-3	-8	-3.3	14	.	23	5	.	-9	-5
Cc1cccc(N2CCN(C(=O)c3cc(S(=O)(=O)N4CCOCC4)cn3C)CC2C)c1 (configuration not stated)	.	-4	-1.9	10	0.2	5	-5	-3	0	2
O=c1c2c3nc4ccccc4nc3n(-c3ccc4c(c3)OCCO4)c2ncn1C1CCCC1	.	-16	-1.9	10	0.9	-13	5	1	4	-1
COC(=O)CC1SC(=O)NC1=Nc1cccc(C)c1 (configuration not stated)	.	-9	-2.2	10	1.8	-10	-3	3	-5	4
Cc1cccc(OCCCN2CCCCCC2)c1	6	-10	-1.0	6	-1.2	17	1	3	-8	1
COc1ccc2oc(=O)c(C(=O)NCc3cccnc3)cc2c1	-3	-5	0.6	-3	-1.1	-10	7	-5	-3	2
Cn1c(SCC(=O)N2CCCCC2)nc2c(c1=O)SCC2	-5	2	-0.1	1	-1.3	6	4	-2	-3	-2
COC(=O)[C@H](CC(C)C)NS(=O)(=O)c1ccccc1	-6	-11	-2.8	16	-1.6	-13	10	-1	1	-1
N#Cc1ccc(OCC(=O)NCC2(N3CCCCC3)CCCCC2)cc1	-3	7	-0.1	0	-0.5	-6	3	-2	2	-1
C=C(C)C(=O)Nc1cccc(C2=NOC3(C2)C[C@@H](C(N)=O)N(C(=O)CC(c2ccccc2)c2ccccc2)C3)c1 (some centres not stated)	-4	6	-2.1	10	5.5	-1	2	1	-1	-1
O=C(C1CCN(S(=O)(=O)c2c(Cl)cccc2Cl)CC1)N1CCCCCCC1	-2	-10	0.0	0	0.5	-5	0	5	2	4
Cc1nn(C)cc1NC(=O)CC12CC3CC(CC(C3)C1)C2	-3	6	-0.2	1	1.1	7	4	-3	-2	4
O=C(NCc1ccc(Cl)cc1)C(=O)NCC1OCCN1S(=O)(=O)c1cc(F)ccc1F (configuration not stated)	0	1	1.9	-6	0.5	17	6	3	-2	-3
COc1ccccc1N(C)S(=O)(=O)c1ccc(Cl)c(C(=O)Nc2ccncc2)c1	-5	-3	0.7	-4	-1.5	-5	-4	-1	2	-1
NNC(=O)c1nc[nH]c1C(=O)Nc1ccccc1[N+](=O)[O-]	0	-1	2.4	-12	-0.9	-3	-2	0	1	0
CCCCn1nc(C(=O)N(CC(C)C)c2c(N)n(CCCC)c(=O)[nH]c2=O)c2ccccc2c1=O	-2	-16	-1.8	11	0.4	9	3	-3	2	-3
CCC(C)NS(=O)(=O)c1ccc(OC)c(Cl)c1Cl (configuration not stated)	0	-4	-2.2	11	-1.4	11	-3	1	-2	4
Cc1ccccc1C1C(C#N)=C(N)N(N(C)C)C2=C1C(=O)CC(C)(C)C2 (configuration not stated)	-2	-10	-2.5	13	-0.3	-9	-3	-1	2	-4
Cc1cc([N+](=O)[O-])ccc1N	-2	7	-2.5	16	0.9	1	2	-6	-1	4

Continued:
SMILES	CAL-PDZ inh HTS	RTF Ca sens inh	OPRM1-OPRD1 ag	MOR-DOR inv ag	LANA DNA inh	HTR5A inv ag	RTF Ca sens act	Keap1-Nrf2 PPI	HTR5A ag ctr	V-ATPase pH
COc1cccc(C2=CC(c3ccc(N(C)C)cc3)n3nnnc3N2)c1 (configuration not stated)	-3	-9	1.3	-7	3.2	1	-2	-16	-5	-1
COC(=O)C(C)N1C(=O)S/C(=C\c2cc(C)n(-c3ccccn3)c2C)C1=O (configuration not stated)	-4	-3	-2.4	12	0.7	-10	-1	-2	4	3
COC(=O)C1=C(NC(=O)c2ccc(Br)cc2)CCS1	-4	2	-1.1	6	1.7	-9	-2	0	3	0
COC(=O)CNC(=O)CCCCC(=O)NCC(=O)OC	-4	1	-4.1	22	-0.5	11	2	-4	-3	0
COC(=O)c1sc(-c2ccccc2)cc1NC(=O)c1cc(OC)cc(OC)c1	-5	-13	-0.6	3	0.8	-25	9	-6	6	0
COc1ccc(-n2cnc(=S)[nH]c2=S)cc1	-1	-7	-5.5	29	0.3	19	0	-3	-5	2
Cc1ccc(C2=NOC(C)(c3nnc(-c4ccc(Cl)cc4)o3)C2)cc1 (configuration not stated)	-1	-4	-0.9	5	-2.2	-2	-4	-3	-2	-1
Cc1cccc(CN2CCc3c(OCC(=O)NCc4ccco4)cccc3C2=O)c1	.	-9	-0.8	4	-0.4	0	3	-2	0	-2
Cc1ccnc(NC(=O)Cc2c(F)cccc2Cl)c1	4	-10	-3.3	16	6.9	-9	-1	-1	2	1
CCOC(=O)N1CCN(C(=O)CN(CC)S(=O)(=O)c2cc(C)ccc2OC)CC1	-1	-5	-3.8	16	-0.7	-13	0	2	5	1
Cc1cc2n(c(=O)c1C#N)CCCN2c1ccccc1	-2	-3	-0.3	1	1.8	-10	-2	-6	4	-4
CCC(=O)Nc1nc2cc(OC)ccc2s1	6	2	0.7	-4	0.2	8	3	2	4	5
Cc1ccc(C(=O)Cn2nnc3ccccc32)cc1[N+](=O)[O-]	.	-5	-3.3	17	-0.5	-1	0	1	-4	-1
COc1cc(C2C(C(=O)c3ccc(C)o3)=C(O)C(=O)N2CCCn2ccnc2)cc(OC)c1OC (configuration not stated)	.	-8	-3.2	16	1.3	4	-4	-3	-2	0
O=C(NCCc1ccccc1)c1cc(-c2ccncc2)nc2ccc(S(=O)(=O)N3CCOCC3)cc12	2	-3	-0.3	2	0.9	0	5	-1	-1	6
